Screening data: PubChem, Southern Research Specialized Biocontainment Screening Center
influenza NS1A: NS1A inhibition, H1N1 influenza, cell based functional assay (AID 504329). 0.3% of 340,000 active. NS1A functional cell-based assay, percent inhibition; higher % means a stronger effect. inhibition, % at 12.5 µM; hits with a dose series show IC50 in µM; in the data active = a potency from the dose series; inconclusive = inhibition above about 27% without an active follow-up result; also: strong numbers were not always called active
inhibitors of VEEV: inhibitors of VEEV TC-83 cytopathic effect, confirmation, Vero cells (AID 588727); inhibition, % at 20 µM, or IC50 in µM where a hit was titrated; Vero cells, VEEV TC-83 cytopathic effect inhibition; higher % means a stronger effect; 0.13% of 350,000 active; in the data active = a potency from the dose series; inconclusive = inhibition mostly from about 14% at the one dose, without a potency; inactive = the rest, 99 in 100 with inhibition below about 12%; also: strong numbers were not always called active
H37Rv inhibition: M. tuberculosis growth inhibition, HTS (AID 449762); M. tuberculosis H37Rv growth inhibition, 7H9 media; higher % means a stronger effect; one-dose inhibition, % at 25 µM; IC50 in µM for titrated hits; 0.59% of 330,000 active; in the data active = a potency from the dose series; inconclusive = inhibition above about 70% without an active follow-up result;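 also: bacterial growth assessed after seven days of incubation; strong numbers were not always called active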
tuberculosis growth: growth inhibition of non-replicating M. tuberculosis (AID 488890) | Mycobacterium tuberculosis non-replicating, growth inhibition; higher % means a stronger effect | one-dose inhibition, % at 25 µM; IC50 in µM for titrated hits | 0.39% of 320,000 active; in the data active = a potency from the dose series; inconclusive = inhibition mostly from about 82% at the one dose, without a potency; inactive = the rest, 99 in 100 with inhibition below about 76%;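 also: plate controls were DMSO cells for no effect and high antibiotic wells for full effect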
Salmonella PhoP GFP: Inhibition of PhoP regulon, Salmonella typhi GFP reporter cells, confirmation, 4 h (AID 1850); one-dose inhibition, % at 50 µM; IC50 in µM for titrated hits; 0.33% of 310,000 active; Salmonella Typhi PhoP-promoter GFP reporter, fluorescence, 4 h; higher % means a stronger effect; in the data active = a potency from the dose series; inconclusive = inhibition mostly from about 25% at the one dose, without a potency; inactive = the rest, 99 in 100 with inhibition below about 19%;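 also: 0% = induced wells with vehicle and 100% = uninduced wells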
inhibitors of VEEV 10K pilot screen: also measured in inhibitors of VEEV; calls as there; inhibition, %; measured here: 10K pilot screen inhibition
Starred values were filed as active, the others as inactive; i = inactive; ? = inconclusive; . = no result given; & = joins results of further samples.

SMILES | influenza NS1A | inhibitors of VEEV | H37Rv inhibition | tuberculosis growth | Salmonella PhoP GFP | others
CCCNC(=O)C(Cc1ccccc1)NC(=O)Cc1ccccc1 (configuration not stated) | -3.0% | 0.0% | -8.0% | -2.8% | .
Fc1ccccc1OCCCCSc1ncccn1 | 0.3% | i | -8.3% | 62.1% | -2.1%
CC(=O)c1ccc(C#CC(C)(C)O)s1 | 1.2% | 1.1% | -0.2% | -10.8% | -8.7%
C/C(=N\O)C(C)(C)Nc1ccc(F)cc1 | 9.9% | i | 0.9% | -6.4% | -6.3%
CC1CCCN(Cc2csc(N)n2)C1 (configuration not stated) | -4.3% | 0.9% | 6.1% | 2.5% | 1.9%
CN(C)/C(Cn1cncn1)=C1/N=C(c2ccccc2)OC1=O | 3.4% | 1.4% | -2.1% | -5.0% | -10.5%
CCn1ncc(C(=O)Nc2ccccc2C)c1C | -0.1% | 1.3% | -10.8% | -27.6% | -4.5%
COCCN=C1Sc2nc3ccc(C)cc3cc2CN1Cc1cccs1 | 7.2% | 9.7% | ? | 28.6% | -2.7%
O=C(COc1ccc(Nc2ccccc2)cc1)OCC(=O)N1CCCCC1 | -0.6% | 1.5% | ? | 6.24µM* | 4.5%
CCOP(=O)(OCC)C(Nc1ccc(C(=O)O)cc1)c1ccccc1 (configuration not stated) | -0.7% | i | 1.4% | 9.6% | 2.4%
Cc1ccc(-c2cc(C(=O)NCc3ccc4c(c3)OCO4)no2)cc1 | 0.1% | 0.3% | -2.6% | 0.4% | -0.6%
C/C(=N/Nc1ccnc2cc(Cl)ccc12)c1ccc(O)cc1 | -8.4% | 10.4% | 23.7µM* | 37.5% | -22.6%
C=CCn1c(C)cc(C(=O)CSc2nc3ccccc3o2)c1C | 2.9% | 4.9% | 6.3% | 23.8% | -5.6%
CC1CCCCC1NC(=S)Nc1ccc(Cl)cc1Cl (configuration not stated) | 6.8% | 2.0% | 1.0% | 79.1% | 11.3%
Cc1[nH]c2ccccc2c1C(c1ccncc1)N1CCC(C)CC1 (configuration not stated) | 5.0% | 3.0% | 0.6% | -7.4% | -0.1%
COc1ccc(OCC(=O)N(Cc2ccc(C)o2)C2CCS(=O)(=O)C2)cc1 (configuration not stated) | 1.1% | 1.1% | -2.5% | -5.3% | 0.3%
Cc1cccc(NC(=O)C2CCN(S(=O)(=O)c3c(C)noc3/C=C/c3ccco3)CC2)n1 | 10.8% | 6.8% | 18.0% | 32.2% | -5.4%
CC(=O)CSc1ncnc2sc3c(c12)CCCC3 | -2.6% | 7.0% | 3.5% | 15.2% | -2.6%
CCOC(=O)CCC(=O)Nc1ccc(S(=O)(=O)Nc2cc(OC)nc(OC)n2)cc1 | -3.7% | 0.4% | 2.7% | 3.0% | -6.9%
Cc1cccc(NC(=O)c2cccc(NC(=O)Cc3cccs3)c2)c1 | -6.8% | 10.4% | 8.4% | 8.3% | -8.5%
Cc1cccc(NC2=NC(C)(C)N=C(N)N2)c1 | 1.4% | 0.2% | 0.3% | 14.7% | -5.2%
CCOc1ccc(C(O)(c2ccccc2)C(CN2CCCC2)c2ccccc2)cc1 (configuration not stated) | 0.7% | 0.7% | 9.9% | 3.4% | -18.4%
COc1cc(C(=O)COC(=O)C2CCCCC2)cc(OC)c1OC | -2.0% | 1.5% | 8.1% | 40.7% | .
CSCCC(NC(=O)c1ccccc1C)C(=O)O (configuration not stated) | -29.7% | 0.9% | 6.2% | -10.7% | 4.9%
CN(C[C@H](Cc1ccccc1)N(C[C@H](CC1CCCCC1)N(CCc1ccccc1)N=O)N=O)N=O | -7.5% | 0.3% | 2.0% | 12.7% | -7.5% | inhibitors of VEEV 10K pilot screen=0.8
Cc1cc(=O)oc2cc(OCC(=O)OCC(=O)N3CCC(C)CC3)ccc12 | 1.5% | i | -5.2% | -14.6% | 5.2%
Cc1nn(C)c(C)c1C(C)NC(=O)c1cc(COc2cncc(Cl)c2)on1 (configuration not stated) | 3.4% | 3.3% | -8.3% | 5.5% | 5.1%
C=C(C(=O)c1ccccc1)C(c1ccccc1)C(C)C(=O)c1ccccc1 (configuration not stated) | -17.3% | 29.5% | -1.8% | 10.0% | 7.5%
CN(Cc1ccccc1)C(=O)COC(=O)c1ccc(S(=O)(=O)N(C)C)cc1 | 0.9% | 0.5% | 10.5% | 23.9% | 4.5%
CC1=Nc2cc(Cl)ccc2Oc2ccccc21 | -1.1% | i | 2.1% | 6.8% | 15.3%
CN(Cc1ccccc1)C(=O)COC(=O)c1ccccc1NS(=O)(=O)c1cccc(N)c1 | 0.8% | 2.7% | 1.0% | 23.5% | -8.3%
COc1ccc(S(=O)(=O)N2CCCOC2CNC(=O)C(=O)NCCc2ccco2)cc1OC (configuration not stated) | -7.5% | 4.4% | -16.2% | 7.4% | -4.7%
COc1ccc(C(=O)Nc2ncc(C)s2)cc1S(=O)(=O)N1CCOCC1 | -8.4% | 4.8% | -19.4% | 7.9% | .
COc1cccc(CNc2ncc(Br)cc2Br)c1O | 6.3% | 6.8% | 0.6% | 26.3% | -12.9%
COc1cc(/C=N/O)cc(Br)c1OCC(=O)NCc1ccccc1 | -0.6% | 0.5% | 3.8% | 5.6% | 3.0%
Cc1cc(C)n(C(=O)CCC(=O)Nc2ccc(C)c(C)c2)n1 | 8.7% | 3.7% | -12.3% | -10.2% | -1.4%
CCCc1nnc(SCC(=O)Nc2nccs2)o1 | 8.3% | i | ? | ? | 4.1%
CC(C)NS(=O)(=O)c1cccc2nsnc12 | -11.5% | 7.3% | -6.8% | -0.5% | 17.1%
COC(=O)c1cc(Br)ccc1NC(=O)Nc1ccc(C)cc1 | 3.0% | 9.0% | -3.9% | 0.4% | -8.0%
Cc1ccc(S(=O)(=O)N2[C@@H](c3ccc(F)cc3)C(C(=O)O)=CC[C@H]2c2ccc(C(C)C)cc2)cc1 | -3.0% | 1.3% | 2.1% | 43.1% | -3.0%
CC1(C)Nc2ccccc2N(Cc2ccc([N+](=O)[O-])cc2)C1=O | -1.2% | 4.0% | -6.3% | 4.9% | -9.2%
Cc1csc(NC(=O)c2ccc[nH]c2=O)n1 | -1.9% | 1.1% | -2.9% | -6.2% | -10.3%
COc1ccccc1/C=C/C(=O)NC(=S)NCC1CCCO1 (configuration not stated) | 1.6% | 9.5% | -2.4% | 15.8% | 16.7%
C=Cn1cc[n+](CC(=O)c2cc(C(C)(C)C)c(O)c(C(C)(C)C)c2)c1 | -26.1% | 0.4% | 2.6% | 29.1% | -10.2%
CC(=O)c1c(C)[nH]c(C(=O)NCc2ccccc2)c1C | -0.8% | 3.9% | -5.0% | 8.0% | -9.2%

Entries shown so far with bromine (3):
SMILES | influenza NS1A | inhibitors of VEEV | H37Rv inhibition | tuberculosis growth | Salmonella PhoP GFP | others
COc1cccc(CNc2ncc(Br)cc2Br)c1O | 6.3% | 6.8% | 0.6% | 26.3% | -12.9%
COc1cc(/C=N/O)cc(Br)c1OCC(=O)NCc1ccccc1 | -0.6% | 0.5% | 3.8% | 5.6% | 3.0%
COC(=O)c1cc(Br)ccc1NC(=O)Nc1ccc(C)cc1 | 3.0% | 9.0% | -3.9% | 0.4% | -8.0%

Among those listed so far, four have an aryl thioether with sulfur outside any ring:
SMILES | influenza NS1A | inhibitors of VEEV | H37Rv inhibition | tuberculosis growth | Salmonella PhoP GFP | others
Fc1ccccc1OCCCCSc1ncccn1 | 0.3% | i | -8.3% | 62.1% | -2.1%
C=CCn1c(C)cc(C(=O)CSc2nc3ccccc3o2)c1C | 2.9% | 4.9% | 6.3% | 23.8% | -5.6%
CC(=O)CSc1ncnc2sc3c(c12)CCCC3 | -2.6% | 7.0% | 3.5% | 15.2% | -2.6%
CCCc1nnc(SCC(=O)Nc2nccs2)o1 | 8.3% | i | ? | ? | 4.1%

Following part.
SMILES | influenza NS1A | inhibitors of VEEV | H37Rv inhibition | tuberculosis growth | Salmonella PhoP GFP | others
O=C(CSc1ccsc1[N+](=O)[O-])Nc1cc(F)ccc1F | -10.4% | i | . | . | .
Cc1occc1-c1nnc(SCC(=O)N2CCN(c3ccccc3F)CC2)n1C | . | . | -14.0% | 0.7% | -5.5%
CCc1nnc(NS(=O)(=O)c2ccc(NC(=S)NC(=O)c3cccs3)cc2)s1 | -1.4% | 0.6% | 14.3% | 63.8% | -8.5%
CCCC(=O)NC(c1ccccc1Cl)c1ccc2cccnc2c1O (configuration not stated) | 13.6% | 9.6% | 7.4% | 0.1% | -4.1%
CC1(C)CC(n2c(NCCO)nc3c(c2=O)C2(CCCC2)Cc2ccccc2-3)CCO1 (configuration not stated) | 7.0% | i | 16.1% | 4.8% | 4.3%
Nc1ccc(C(=O)Nc2ccc(NC(=O)c3ccco3)c(O)c2)cc1 | 22.8% | 0.6% | 5.5% | 7.9% | 5.3%
Cc1cc(C(=O)COc2cc(F)ccc2[N+](=O)[O-])c(C)n1C1CC1 | -5.0% | 8.0% | -2.0% | 18.8% | 8.7%
Cc1cccc2nc(C(=O)Nc3cc(Cl)ccc3-n3cncn3)cn12 | -6.9% | 10.6% | 20.7% | -4.4% | .
CCCCNC(=O)C(CC)(ONc1ccccc1C(F)(F)F)c1ccccc1 (configuration not stated) | 0.4% | i | -5.7% | 27.9% | .
COc1ccccc1-n1cc(CN2CCN(C3CCCC3)C(CCO)C2)cn1 (configuration not stated) | 0.9% | i | 0.0% | -10.8% | -0.8%
CN(NC(=O)c1ccc(Cl)cc1)c1nc(-c2ccccc2)nnc1C(F)(F)F | 7.2% | 2.2% | 9.8% | -5.8% | 13.8%
COc1ccc(O)c(C(c2c(C)[nH][nH]c2=O)c2c(C)[nH][nH]c2=O)c1 | 8.7% | 1.0% | 0.4% | -17.2% | -0.4% | inhibitors of VEEV 10K pilot screen=1.9
Cn1c2ccc(Br)cc2c2nnc(SCC(=O)O)nc21 | -15.2% | i | 9.0% | 9.2% | 9.0%
CCOCCCNC(=S)Nc1ccc(Br)cc1Cl | 2.7% | 2.5% | -9.7% | ? | -4.9%
CSCCC(NC(=O)c1ccccc1)C(=O)N/N=C(\C)Cc1ccccc1 (configuration not stated) | -4.2% | 5.8% | -1.7% | 11.0% | 14.8%
Cc1nc(SCc2ccc(F)cc2)c([N+](=O)[O-])[nH]1 | -5.6% | i | -5.9% | 2.2% | 1.0%
Clc1ccc(CSc2nnc3ccccn23)c(Cl)c1 | -5.5% | 0.6% | -0.5% | 7.0% | -6.3%
CCOC(=O)c1sc(NC(=O)CSc2nnnn2-c2ccccc2)nc1C | -3.7% | 1.0% | -2.3% | 19.6% | -13.6%
CCC(C)(C)c1ccc(Oc2ccc(NC(=O)COC(=O)C3=COCCO3)cc2)cc1 | 2.5% | i | ? | 65.2% | 13.0%
O=C(NC1CCS(=O)(=O)C1)c1cccc(Cl)c1 (configuration not stated) | -12.2% | 0.8% | -1.6% | -4.3% | 14.8%
COc1ccc(C(=O)c2ccc(Cl)c([N+](=O)[O-])c2)cc1 | 13.8% | 10.2% | -15.1% | 27.9% | -2.1%
O=C(NCc1cccnc1)c1nnc(Cc2ccc(F)cc2)o1 | -0.1% | 0.7% | 2.7% | -11.8% | 21.3%
S=c1[nH]nc(C2(c3ccccc3)CCCC2)o1 | 14.4% | i | 4.4% | 35.2% | -4.8%
O=C(CN1CCN(c2ccc(F)cc2)CC1)N1CCOCC1 | -10.9% | 0.8% | -0.9% | 3.6% | 1.3%
CSc1ccc(Cl)c(C(=O)OCC(=O)NCc2ccco2)c1 | -35.2% | 0.2% | 6.4% | 37.3% | -8.6%
CC1=C(C(=O)OC2CCCCCC2)C(c2ccc(C)o2)C2=C(CCCC2=O)N1 (configuration not stated) | 1.8% | 1.6% | -1.1% | 20.2% | 4.8%
COc1cc(OC)c(C2=NOC(C(=O)N3CCCc4ccccc43)C2)cc1Cl (configuration not stated) | 0.3% | i | -7.0% | -6.8% | -8.4%
O=C(CSCc1c(Cl)cccc1Cl)NCC1CCCO1 (configuration not stated) | 13.0% | 5.4% | -3.0% | -4.3% | -12.2%
Cc1ccc(Cl)c(Nc2ccccc2C(=O)O)c1Cl | 4.3%&1.7% | 1.9% | -2.5%&2.9% | 53.6%&46.0% | -4.7%&-18.6%
O=C(c1ccccc1NS(=O)(=O)c1ccccc1[N+](=O)[O-])N1CCCC1 | -5.1% | 2.1% | 3.9% | 12.2% | -8.2%
CCN1CCN(Cc2ccc(NC(=O)c3cc(NC(=O)c4cnnc5ccccc45)cc(OC)c3)cc2C(F)(F)F)CC1 | 7.9% | i | ? | 59.7% | -8.1% | inhibitors of VEEV 10K pilot screen=2.7

No enrichment for hits; overall some 1.5% were active at least once.
